hIAP act – human IAP activation; AID 2524; hit rate 0.16% among 330,000; purified human IAP, CDP-Star luminescence, 30 min; active compounds read high; 1 = vehicle-only enzyme, 0 = enzyme-free background; activation factor at 10 µM;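 active = activation factor of the enzyme at least 2-fold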; also: the source names both 10 and 20 µM as test concentration; values of inactives mirror those of a sister screen read the other way
PfGluPho inh – PfG6PD (Plasmodium falciparum) enzyme inhibition. PfGluPho enzyme, NADPH resazurin-diaphorase fluorescence. inhibition, % at 20 µM. hit rate 0.78% among 350,000. AID 504690;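 active = inhibition reaching at least a set limit at 20 µM in the primary screen, cut at about 59% in these data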;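 also: 0% = DMSO wells with substrate and 100% = DMSO wells lacking glucose-6-phosphate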
mIAP activ – increases mouse intestinal alkaline phosphatase activity; muIAP, CDP-Star luminescence, 30 min; active compounds read high; 1 = vehicle-only enzyme signal, 0 = enzyme-free wells; activation factor at 10 µM; hit rate 0.24% among 330,000;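 active = activation factor of at least 2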; also: the source names both 10 and 20 µM as test concentration; values of inactives mirror those of a sister screen read the other way
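Assay system: mouse IAP enzyme / Compound: DMSO-dissolved test compounds / Timing: 30 min, room temperature / Measured by: luminescence from enzymatic CDP-Star hydrolysis / Control set: DMSO-only wells, enzyme-free buffer wells as negative control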
ATG4B inh – blocks human ATG4B protease cleavage of LC3 substrate; ATG4B cleavage of LC3-PLA2, NBD-HPC fluorescence, 1 h; inhibition, % at 8.33 µM; hit rate 0.51% among 340,000; AID 504462; in the data active = inhibition above about 40%
mIAP inh – mouse IAP inhibition; purified mouse IAP, CDP-Star luminescence, 30 min; inhibition, % at 10 µM; hit rate 0.2% among 330,000; AID 2806;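 active = inhibition of at least 40% at 10 µM in the primary screen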;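 also: plate controls were DMSO with enzyme for no effect and no enzyme wells for full effect; values of inactives mirror those of a sister screen read the other way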
hIAP block – blocks human intestinal alkaline phosphatase. P09923. purified IAP, CDP-Star luminescence, 30 min. hit rate 0.12% among 330,000. inhibition, % at 10 µM;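 active = inhibition reaching a set limit with compound at 10 µM in the primary screen, cut at about 35% in these data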;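 also: plate controls were DMSO wells with enzyme for no effect and no-enzyme buffer wells for full effect; values of inactives mirror those of a sister screen read the other way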
A3A deaminase – human APOBEC3A DNA deaminase inhibition; recombinant A3A, FAM/TAMRA ssDNA deamination fluorescence; hit rate 0.41% among 330,000; inhibition, % at 20 µM; P31941;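 active = at least 40% inhibition at 20 µM here, with at most 30% in a related deaminase screen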;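 also: plate controls were A3A with DMSO for no effect and wells lacking A3A enzyme for full effect; some results filed as inactive read as strong as hits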
HKDC1 inhibitor – HKDC1 (human) hexokinase inhibition. recombinant HKDC1, G6PDH/diaphorase resazurin coupled fluorescence. hit rate 0.16% among 340,000. Q2TB90. inhibition, % at 20 µM;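 active = inhibition above about 35% when tested at 20 µM, limit read from the data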;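 also: plate controls were DMSO wells with enzyme for no effect and DMSO wells lacking enzyme for full effect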
Target sequence (Q2TB90 whole entry, looked up): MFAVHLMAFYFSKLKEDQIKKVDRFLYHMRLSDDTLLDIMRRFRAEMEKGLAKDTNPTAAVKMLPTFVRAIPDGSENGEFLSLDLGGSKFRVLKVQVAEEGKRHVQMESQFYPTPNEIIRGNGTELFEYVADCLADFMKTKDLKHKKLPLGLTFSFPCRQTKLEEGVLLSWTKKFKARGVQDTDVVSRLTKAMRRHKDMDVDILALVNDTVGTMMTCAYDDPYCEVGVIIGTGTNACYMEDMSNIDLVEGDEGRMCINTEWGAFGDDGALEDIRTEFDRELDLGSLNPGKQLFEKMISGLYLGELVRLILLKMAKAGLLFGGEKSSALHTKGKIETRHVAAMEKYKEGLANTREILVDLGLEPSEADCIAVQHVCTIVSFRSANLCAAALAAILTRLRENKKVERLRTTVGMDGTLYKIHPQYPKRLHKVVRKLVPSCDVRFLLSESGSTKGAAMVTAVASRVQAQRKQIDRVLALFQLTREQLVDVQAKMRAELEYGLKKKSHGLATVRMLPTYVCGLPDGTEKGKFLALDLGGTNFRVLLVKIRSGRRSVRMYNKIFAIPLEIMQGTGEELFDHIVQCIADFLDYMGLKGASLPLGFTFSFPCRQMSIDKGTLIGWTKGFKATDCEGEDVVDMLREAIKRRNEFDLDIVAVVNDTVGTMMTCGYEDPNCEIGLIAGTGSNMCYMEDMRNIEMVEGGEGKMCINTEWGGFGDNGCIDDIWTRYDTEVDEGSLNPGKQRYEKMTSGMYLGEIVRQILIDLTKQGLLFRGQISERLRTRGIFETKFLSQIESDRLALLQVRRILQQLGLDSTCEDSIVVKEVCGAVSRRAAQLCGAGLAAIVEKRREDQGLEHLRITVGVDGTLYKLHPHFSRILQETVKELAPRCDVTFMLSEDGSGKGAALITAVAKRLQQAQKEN
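test system = in-house recombinant HK5 (HKDC1) enzyme | amount = HKDC1 at 5 µg/mL | control set = DMSO-enzyme wells negative, buffer-substituted wells positive | compound = one dose of 20 µM, 1% DMSO | schedule = reaction time 90 min, room temperature, protected from light | technique = resorufin fluorescence at 613 nm | reagent = glucose with 1 mM ATP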
Numbers without * were called inactive.

Short forms – A = hIAP act; B = PfGluPho inh; C = mIAP activ; D = ATG4B inh; E = mIAP inh; F = hIAP block; G = A3A deaminase; H = HKDC1 inhibitor
1. CCOc1ccc(OCC)c(NC(=O)CN2CCC(NC(=O)c3cccc(F)c3)CC2)c1
  A: 0.883	B: 6.4	C: 1.03	D: 78.7*	E: -3.1	F: 11.7	G: -0.2	H: -1.7
2. O=C(Nc1ccncc1)C1CCCN(S(=O)(=O)c2cccc3cccnc23)C1 (stereo not given)
  A: 1.3	B: -9.1	C: 1.07	D: 6.9	E: -6.8	F: -30.1	G: 1.4	H: -1.6
3. CCCOc1ccc(/C(O)=C2/C(=O)C(=O)N(CCN(C)C)C2c2ccncc2)cc1 (stereo not given)
  A: 0.855	B: 0.2	C: 1.02	D: -6.4	E: -2.5	F: 14.5	G: -1.1	H: 1.4
4. COc1cccc(CN(C)CC(=O)Nc2ccccc2N2CCOCC2)c1OC
  A: 0.965	B: -0.8	C: 1.07	D: 1.0	E: -7.2	F: 3.5	G: -1.9	H: -3.5
5. CCOc1cc(CNCCCN2CCOCC2)cc(Br)c1OCC(=O)Nc1cccc(C(F)(F)F)c1
  A: 1.03	B: -2.4	C: 0.977	D: -2.8	E: 2.3	F: -2.8	G: -5.6	H: -2.1
6. O=C(NC1CCC(c2ccccc2)CC1)c1cccnc1 (stereo not given)
  A: 1.1	B: -8.9	C: 0.908	D: -1.0	E: 9.2	F: -10.2	G: 3.0	H: -10.4
7. CCOC(=O)C1(CCOC)CCN(CC(C)Cc2ccc3c(c2)OCO3)CC1 (stereo not given)
  A: 1.06	B: 1.6	C: 0.96	D: -4.4	E: 4.0	F: -5.9	G: -4.1	H: -6.6
8. CC1CN(c2nnc(NC(=O)c3ccccc3)s2)CC(C)O1 (stereo not given)
  A: 1.1	B: -9.1	C: 1.04	D: -1.9	E: -3.8	F: -9.8	G: -0.4	H: 0.2
9. Cc1cc(C)c(NC(=O)CS(=O)CC(=O)Nc2ccc(-n3cnnn3)c(C)c2)c(C)c1 (stereo not given)
  A: 1.05	B: -6.6	C: 0.967	D: -4.4	E: 3.3	F: -4.9	G: -4.0	H: 1.3
10. Cc1ccc(-c2cnc3cc(C)nn3c2)cc1
  A: 1.05	B: -1.7	C: 1.1	D: -2.6	E: -10.4	F: -5.4	G: -4.1	H: 4.5

From entry 1 to 4, copied from above:
Short forms – A = hIAP act; B = PfGluPho inh; C = mIAP activ; D = ATG4B inh; E = mIAP inh; F = hIAP block; G = A3A deaminase; H = HKDC1 inhibitor
1. CCOc1ccc(OCC)c(NC(=O)CN2CCC(NC(=O)c3cccc(F)c3)CC2)c1
  A: 0.883	B: 6.4	C: 1.03	D: 78.7*	E: -3.1	F: 11.7	G: -0.2	H: -1.7
2. O=C(Nc1ccncc1)C1CCCN(S(=O)(=O)c2cccc3cccnc23)C1 (stereo not given)
  A: 1.3	B: -9.1	C: 1.07	D: 6.9	E: -6.8	F: -30.1	G: 1.4	H: -1.6
3. CCCOc1ccc(/C(O)=C2/C(=O)C(=O)N(CCN(C)C)C2c2ccncc2)cc1 (stereo not given)
  A: 0.855	B: 0.2	C: 1.02	D: -6.4	E: -2.5	F: 14.5	G: -1.1	H: 1.4
4. COc1cccc(CN(C)CC(=O)Nc2ccccc2N2CCOCC2)c1OC
  A: 0.965	B: -0.8	C: 1.07	D: 1.0	E: -7.2	F: 3.5	G: -1.9	H: -3.5

Next part
Short forms – A = hIAP act; B = PfGluPho inh; C = mIAP activ; D = ATG4B inh; E = mIAP inh; F = hIAP block; G = A3A deaminase; H = HKDC1 inhibitor
11. CC(Oc1ccc(F)cc1)C(=O)Nc1ccc2ccccc2c1 (stereo not given)
  A: 0.866	B: 12.6	C: 1.29	D: -14.8	E: -29.4	F: 13.4	G: 1.4	H: 3.6
12. COc1ccc(OC)c(CCNC(=O)c2ccccc2NC(=O)C2=C(C)OCCS2)c1
  A: 1.05	B: -7.2	C: 1.04	D: 11.7	E: -3.6	F: -4.9	G: 0.0	H: 2.7
13. COc1cccc(-c2csc(NC(=O)C3CC3)n2)c1
  A: 1.06	B: 16.6	C: 1.07	D: -9.8	E: -7.0	F: -6.4	G: -2.7	H: -6.7
14. CC(CN1CCCCC1)c1ccccc1 (stereo not given)
  A: 0.889	B: 21.9	C: 0.957	D: 0.8	E: 4.3	F: 11.1	G: -3.8	H: -6.9
15. O=C(CSc1nc(-c2ccco2)cc(C(F)(F)F)n1)N1CCc2ccccc2C1
  A: 0.986	B: 3.9	C: 0.967	D: 12.8	E: 3.3	F: 1.4	G: -2.0	H: -0.7
16. CCOC(=O)c1ccc(S(=O)(=O)N2CCN(CC(=O)NC(=O)NC3CCCCC3)CC2)cc1
  A: 0.953	B: -1.5	C: 1.14	D: 7.0	E: -14.0	F: 4.7	G: -7.5	H: 4.5
17. COc1cc(OC)c(-c2c3cc(O)c(=O)cc-3oc3cc(O)c(O)cc23)cc1OC
  A: 1.14	B: -90.7	C: 0.557	D: -169.9	E: 44.3*	F: -13.9	G: 0.9	H: -7.3
18. CCSc1nnc(NC(=O)c2ccc3ccccc3n2)s1
  A: 2.13*	B: 71.4*	C: 0.85	D: -4.0	E: 15.0	F: -112.6	G: -2.9	H: 0.3
19. CC1=C(C(=O)OCC(C)C)C(c2cccs2)NC(=S)N1 (stereo not given)
  A: 0.97	B: 26.3	C: 0.991	D: -3.0	E: 0.9	F: 3.0	G: 1.3	H: -8.8
20. O=C(Nc1cc(Cl)ccc1-n1cncn1)C1CC1
  A: 1.1	B: 1.4	C: 0.917	D: 8.7	E: 8.3	F: -10.3	G: 5.0	H: 0.0
21. Cc1cccc(OCC(=O)O/N=C(\N)c2ccncc2)c1
  A: 1.05	B: 1.4	C: 0.998	D: 0.9	E: 0.2	F: -5.0	G: -1.4	H: 2.3
22. CCOc1ccc(-c2c(C(=O)N/N=C/c3ccc(C)cc3)nnn2-c2nonc2N)cc1
  A: 1.02	B: 19.4	C: 0.859	D: -16.0	E: 14.1	F: -2.5	G: 1.2	H: -4.7
23. CCCNC(=O)COC(=O)c1cccnc1Nc1ccccc1F
  A: 1.12	B: -1.4	C: 1.04	D: 5.4	E: -4.5	F: -12.4	G: 3.2	H: -6.0
24. C=CCNS(=O)(=O)c1nc(C)c(Cl)c(C)c1C#N
  A: 1.45	B: -20.5	C: 1.04	D: 1.8	E: -3.7	F: -45.1	G: -2.9	H: -6.9
25. COc1ccc2c(CC(=O)NNC(=O)c3cccs3)coc2c1
  A: 1.04	B: -0.6	C: 0.931	D: 5.1	E: 6.9	F: -4.5	G: 5.1	H: -1.2
26. O=C(NCCCN=C1NS(=O)(=O)c2ccccc21)c1ccccc1Cl
  A: 0.897	B: 10.1	C: 0.965	D: -6.4	E: 3.5	F: 10.3	G: 2.3	H: 0.0
27. Cc1ccsc1/C=C(\C#N)C(=O)NC1CCS(=O)(=O)C1 (stereo not given)
  A: 0.912	B: -4.2	C: 0.951	D: -8.1	E: 4.9	F: 8.8	G: -1.8	H: -7.6
28. CCc1nc(SCC(=O)NCc2ccc(F)cc2)c2c(=O)n(C)c(=O)n(C)c2n1
  A: 0.909	B: -2.9	C: 0.959	D: -0.2	E: 4.1	F: 9.1	G: -3.7	H: -3.0
29. CCOC(=O)CSc1nc2cc(C(F)(F)F)cnc2n1C
  A: 1.1	B: 33.6	C: 1.11	D: -2.0	E: -11.0	F: -10.0	G: -0.6	H: -2.2
30. COc1ccc2ccc(C(C)(C(C)=O)C(=O)OC(C)C)cc2c1 (stereo not given)
  A: 1.06	B: 4.3	C: 1.06	D: 8.6	E: -6.2	F: -5.8	G: -3.2	H: 0.7
31. Cc1ccccc1C(=O)NC1CCN(Cc2nnnn2Cc2ccc(F)cc2)CC1
  A: 0.931	B: 3.9	C: 0.961	D: -9.1	E: 3.9	F: 6.9	G: -1.7	H: -13.5

Bioassay records deposited in PubChem BioAssay by Sanford-Burnham Center for Chemical Genomics.
